# Bioassay records from PubChem BioAssay.
# DAT uptake mod: changed hDAT dopamine uptake under cocaine IC80, either direction, primary screen, cocaine antagonist project, cell-based, LLC-PK1 hDAT, [14C]-dopamine uptake, MLSMR; LLC-PK1 hDAT cells, [14C]-dopamine uptake with cocaine IC80; actives deviate in either direction; B-score at 10 µM; 1.3% of 110,000 active; AID 449768, 2010;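 active means Z score or B-score, a plate-position-corrected score, falls beyond the plate's 99.7% confidence bounds, in either direction; inactive means both scores lie inside the 99.7% bounds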;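 further: scored against the spread of the other compound wells on the same plate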
# Target sequence (Q01959 whole entry, looked up): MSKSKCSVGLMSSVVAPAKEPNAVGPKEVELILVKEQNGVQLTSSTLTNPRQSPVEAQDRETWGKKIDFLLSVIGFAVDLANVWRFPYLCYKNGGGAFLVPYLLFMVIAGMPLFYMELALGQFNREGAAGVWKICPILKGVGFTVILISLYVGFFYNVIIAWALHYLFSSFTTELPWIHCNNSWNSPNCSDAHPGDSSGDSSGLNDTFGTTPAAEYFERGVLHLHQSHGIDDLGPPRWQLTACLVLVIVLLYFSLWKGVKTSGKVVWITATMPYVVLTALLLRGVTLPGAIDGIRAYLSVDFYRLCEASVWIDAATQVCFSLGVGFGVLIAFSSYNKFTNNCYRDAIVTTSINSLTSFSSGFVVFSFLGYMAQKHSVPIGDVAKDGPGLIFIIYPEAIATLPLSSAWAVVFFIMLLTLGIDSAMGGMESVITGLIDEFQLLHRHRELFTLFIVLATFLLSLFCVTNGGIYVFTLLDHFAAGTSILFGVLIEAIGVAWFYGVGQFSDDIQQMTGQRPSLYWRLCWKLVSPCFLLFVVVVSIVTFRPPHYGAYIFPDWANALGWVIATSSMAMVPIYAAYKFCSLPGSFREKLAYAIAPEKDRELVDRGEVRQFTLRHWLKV
# Fibroblast inh: antiproliferative effect on LL 47 fibroblasts – human, LL 47 cells, CellTiter-Glo luminescence, primary screen; LL 47 human lung fibroblast viability, ATP luminescence; active compounds read low; viability, % at 10 µM; 1.1% of 85,000 active; AID 719, 2007;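 active means viability at or below 50% in the single dose screen; inactive means viability above 50%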;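 further: compound exposure lasted 72 h before the ATP readout; 100% = median luminescence of untreated cell-only wells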
#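 Assay system: human lung fibroblast line LL 47, low passage. Input: 1,150 fibroblasts seeded per well. Times: overnight cell rest, 72 h compound treatment at 37 °C. Evaluation: % viability of median cell-only signal. Technique: luminescent ATP detection, CellTiter-Glo. Control set: cell-only wells, no compound.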
# PostGolgi ctrl: growth inhibition of yeast control strain, primary screen, counter-screen for post-Golgi transport modulator project; inhibition, % at 10 µM; 5% of 98,000 active; efflux-deficient yeast background strain, growth absorbance A615, 16 h; AID 738, 2007
# Ecoli WT expand: growth inhibitors of wild-type E. coli, primary screen, strain BW25113, expanded library, OD600; AID 710, 2007; 0.15% of 98,000 active; growth inhibition, % at 100 µM; OD600 absorbance;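 active means growth inhibition above about 50% at one test dose, limit read from the data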;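 further: growth measured after 20 h incubation at 37 °C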
# S1P2 blocker: human S1P2 receptor antagonists, primary screen, cell-based; 0.21% of 97,000 active; cell-based S1P2 antagonist assay, inhibition at 5 uM; inhibition, % at 5 µM; Sphingosine 1-phosphate receptor 2 (Homo sapiens), O95136; AID 736, 2007; in the data active means inhibition above about 45%;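 further: CRE beta-lactamase reporter cells expressing human S1P2 stimulated with S1P; 0% = agonist at EC80 alone and 100% = agonist plus reference antagonist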
# Target sequence (O95136 whole entry, looked up): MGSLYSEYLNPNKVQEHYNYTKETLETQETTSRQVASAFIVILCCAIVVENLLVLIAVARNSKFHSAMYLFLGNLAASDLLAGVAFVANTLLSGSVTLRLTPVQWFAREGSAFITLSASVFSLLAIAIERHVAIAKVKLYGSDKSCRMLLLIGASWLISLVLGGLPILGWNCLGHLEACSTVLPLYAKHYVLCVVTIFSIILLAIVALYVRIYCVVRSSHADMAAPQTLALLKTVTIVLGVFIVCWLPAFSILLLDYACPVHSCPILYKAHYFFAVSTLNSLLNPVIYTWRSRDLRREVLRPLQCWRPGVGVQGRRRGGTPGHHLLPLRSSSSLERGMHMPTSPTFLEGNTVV
# S1P2 agonist: S1P2 receptor agonists, primary screen, cell-based; Sphingosine 1-phosphate receptor 2 (Homo sapiens), O95136; S1P2-expressing cell line, agonist reporter read-out; activation, % at 4.5 µM; 0.46% of 97,000 active; AID 729, 2007; in the data active means activation above about 16%;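 further: 0% = vehicle low control and 100% = maximal reference agonist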
# HUVEC prolif 384: inhibitors of HUVEC proliferation, primary screen, cell-based, 384-well; CellTiter-Glo luminescence, 72 h; active compounds read low; viability, % at 10 µM (by protocol); 1.1% of 86,000 active;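 active means viability at or below 30%; inactive means viability above 30%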;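 further: 100% = median luminescence of DMSO-only cell control wells on each plate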
# H69AR inhibit: proliferation blockers of H69AR lung cancer cells, primary screen, cell-based, human, 86K library; H69AR lung tumor viability, ATP luminescence, 72 h; active compounds read low; viability, % at 10 µM; 6% of 85,000 active; AID 598, 2007;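 active means viability at or below 40%; inactive means viability above 40%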;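 further: multidrug resistant small cell line overexpressing MRP-1 efflux transporter; 100% = mean luminescence of untreated control wells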
# PostGolgi yeast: phenotypic screen on post-Golgi transport, primary screen | post-Golgi transport phenotypic cell assay | inhibition, % at 10 µM | 0.9% of 98,000 active;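 further: yeast cells grown in 1536-well plates; yeast grown about 18 h at 30C before absorbance read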
# * = called active by the depositor; / = not tested or not shown. Unless noted, no stated cut-off is given here; in the data, active means inhibition above about 30%; inactive means the rest.
item	canonical_smiles	DAT uptake mod	Fibroblast inh	PostGolgi ctrl	Ecoli WT expand	S1P2 blocker	S1P2 agonist	HUVEC prolif 384	H69AR inhibit	PostGolgi yeast
1	CCCCS(=O)(=O)/C=C\C1C2C=CC(C2)C1S(=O)(=O)CCCC (configuration not stated)	-1.5	94	5	-3	9	-1	102	83	-1
2	Cc1nc2ccccc2c(=O)n1/N=C/c1c(O)ccc2oc3c(c12)CCCC3	/	64	3	0	19	-5	77	65	-8
3	CC(=O)Nc1ccc(S(=O)(=O)NC(C(=O)O)C2=CCC=CC2)cc1 (configuration not stated)	-0.98	102	6	-5	15	-2	93	109	2
4	CCOC(=O)COc1ccc(S(=O)(=O)N2CCN(c3ccc(F)cc3)CC2)cc1	-0.45	76	-3	1	-13	1	61	101	13
5	O=C(C1CC(c2ccc(F)cc2)=NO1)N1CCCCC1 (configuration not stated)	-0.83	/	-3	1	-5	-4	/	/	-3
6	Cc1ccc(S(=O)(=O)N(C)CCCC(=O)n2nc(C)cc2C)cc1	-0.46	/	12	7	2	1	105	90	3
7	COC(=O)c1cc(NC(=O)CN(c2ccccc2OC)S(=O)(=O)c2ccccc2)ccc1Cl	-0.69	/	17	-14	-1	-2	/	/	-4
8	C=CCNC(=S)NNC(=O)c1ccc(OCCCC)cc1	0.29	103	/	/	-7	-4	111	88	/
9	CCn1c(CNC(=O)c2ccc3c(c2)OCO3)nnc1SCC(=O)Nc1cc(C)ccc1OC	-0.03	96	14	-2	13	-8	108	88	-7
10	O=C(COc1ccccc1)NCCSCc1ccco1	-0.79	92	-7	4	5	-1	90	95	-2
11	O=C(COC(=O)C12CC3CC(CC(C3)C1)C2)Nc1ccc(OC(F)F)cc1	0.16	/	18	1	-5	0	/	/	-6
12	Cc1cc(NC(=O)COc2cccc3cccnc23)no1	0.58	103	/	/	-8	-8	105	88	/
13	Cc1cc(C)c2cccc(NC(=S)NC(=O)c3ccccc3)c2n1	-0.32	/	0	-3	-3	-5	/	/	2
14	CCC(c1nc2ccccc2c(=O)n1-c1cccnc1)N1C(=O)c2ccccc2C1=O (configuration not stated)	-0.0026	101	2	3	-10	-7	75	93	-2
15	O=C(NCC(c1cccnc1)N1CCN(c2ccccc2)CC1)c1ccc2c(c1)OCO2 (configuration not stated)	-0.39	102	8	1	-9	-4	105	97	74*
16	CC1(C)CC(=O)c2cnc(NCc3ccco3)nc2C1	1.9	99	10	-3	/	/	82	95	-3
17	Cn1c(=O)[nH]c(=O)c2c1nc(Br)n2CCOc1ccccc1	/	79	0	0	-15	4	78	81	4
18	c1ccc(Cc2nnc3sc(-c4ccc5c(c4)OCO5)nn23)cc1	0.072	97	/	/	-18	2	83	89	/
19	CN(C(=O)CSc1nc(-c2ccccc2)cs1)C1CCS(=O)(=O)C1 (configuration not stated)	-0.34	99	-1	7	-1	-3	99	98	6
20	Cc1ccc2cc(C#N)c(N3CCCN(S(=O)(=O)c4ccc(F)cc4)CC3)nc2c1	0.008	96	/	/	-3	4	89	85	/
21	COc1ccc(N2CCN(C(=S)Nc3cc(C)ccc3C)CC2)cc1	-4.7*	/	2	-12	19	-3	/	/	18
22	Cc1nc2c3ccccc3[nH]c(=O)n2n1	-0.52	96	/	/	11	-3	95	111	/
23	O=C(Nc1ccc(Br)cc1F)c1ccncc1	0.082	/	-2	1	15	-2	/	/	5
24	Cc1ccc(C(=O)N2CCN(C(=O)N3CCOCC3)CC2)cc1	-0.37	97	-1	0	13	-9	93	78	-12
25	CC(NS(=O)(=O)c1ccccc1)C(=O)NCc1ccco1 (configuration not stated)	0.083	100	-15	8	-7	-6	97	67	-2
26	O=[N+]([O-])c1ccc(Sc2cccc3cccnc23)c([N+](=O)[O-])c1	-2	4.2*	1	17	7	1	50	1.6*	4
27	O=C(NCCc1ccccn1)c1cc(C(=O)C2CCCCC2)c[nH]1	0.44	/	-2	0	18	-8	/	/	13
28	CCOC(=O)CCCSc1nc2sc(C)c(C)c2c(=O)[nH]1	0.29	89	15	-10	/	/	91	98	-1
29	CC(Sc1cccc(C(F)(F)F)c1)C(=O)NC(N)=O (configuration not stated)	0.87	98	/	/	/	/	100	97	/
30	O=C(CSc1nnc(C2CCCCC2)n1-c1ccccc1)NCc1ccco1	-0.17	112	-1	5	19	-4	112	88	-3
31	CCN(Cc1ccncc1)S(=O)(=O)c1ccc(C(C)=O)cc1	0.047	100	8	-8	/	/	101	56	-1
32	CN(CC(=O)N1CCCc2c1c(=O)oc1ccc(O)cc21)Cc1ccccc1	-1.2	100	-1	15	6	1	92	81	7
33	Cc1noc2ncnc(Oc3ccc(F)cc3)c12	-2.3	/	12	6	4	-4	/	/	4
34	COc1cc2c(cc1NC(=O)c1ccc3c(c1)OCO3)oc1ccccc12	-0.66	92	8	-11	-16	-5	93	54	7
35	Cc1ccc(N2CC(C(=O)N3CCN(c4ccccc4)CC3)CC2=O)cc1 (configuration not stated)	0.02	96	7	-3	-14	-2	99	78	-35
36	O=C(c1ccco1)N1CCN(C(=O)C2(S(=O)(=O)c3ccc(Cl)cc3)CC2)CC1	-1.5	97	11	2	-17	-7	98	85	2
37	COc1ccc(OC)c(NC(=O)c2cc3ccccc3o2)c1	-0.0069	97	0	-5	-9	-11	95	74	15
38	Cc1sc2c(c1C)c(=O)n(-c1ccccc1)c1nncn21	0.52	/	9	-8	-12	-8	/	/	-10
39	CCCCNC(=O)CSc1nc2ccccc2c(=O)n1CC1COc2ccccc2O1 (configuration not stated)	-0.26	100	11	-4	8	-3	86	27*	7
40	O=C(Nc1nnc(-c2ccccc2Cl)o1)c1cccnc1	-0.013	98	-9	7	-2	-3	83	72	-6
41	N/N=c1\sc2ccccc2n1-c1ccccc1	0.044	98	30*	0	9	-5	102	87	-24
42	CCN(CC)CCNC(=O)c1ccc2c(c1)ncn2C1CCCCC1	-0.61	100	5	1	16	-2	98	95	3
43	C=CCn1c(N)c(C(=O)N2CCN(C)CC2)sc1=S	-0.42	101	13	-6	4	-2	100	96	3
44	O=C(CSc1ncnc2c1cnn2Cc1ccccc1)Nc1ccc2c(c1)OCCO2	-0.078	94	8	-10	-14	-4	95	34*	3
45	COc1ccc2nc(N3C(=O)CC(Cc4cc(C)cc(C)c4)C3=O)sc2c1 (configuration not stated)	/	/	2	-6	-19	-3	/	/	-3
46	O=C(COc1ccc(F)cc1Br)N1CCc2ccccc21	1.1	/	1	1	4	-5	/	/	1
47	COC(=O)Cc1c(O)ccn(Cc2ccc(F)cc2)c1=O	-1.4	/	-8	5	10	-2	/	/	-10
48	COc1ccc(Cl)cc1C(=O)N1CCN=C1SC	-1.5	100	18	-5	/	/	103	98	8
49	Cn1cccc1Cc1nnc(SCC(N)=O)n1CCc1ccccc1	-0.45	97	-5	7	/	/	98	84	-5
50	CCCC(=O)Nc1nc2nc(-c3ccccc3)cc(=O)n2[nH]1	1.2	97	3	-28	-1	-6	94	88	-2

# The list goes on:
item	canonical_smiles	DAT uptake mod	Fibroblast inh	PostGolgi ctrl	Ecoli WT expand	S1P2 blocker	S1P2 agonist	HUVEC prolif 384	H69AR inhibit	PostGolgi yeast
51	O=S(=O)(NC1CCCCC1)c1ccc(Cl)s1	0.11	96	7	2	9	-5	102	96	8
52	CN(Cc1ccccc1)C(=O)CC(c1ccccc1)c1cc(Cl)ccc1O (configuration not stated)	/	/	4	-3	5	-5	/	/	-6
53	CCOc1ccc2nc(NC3=NCN(CC4CCCO4)CN3)nc(C)c2c1 (configuration not stated)	/	94	/	/	20	-3	86	96	/
54	c1ccc(Cn2nnc3c(N4CCCC4)ncnc32)cc1	0.42	97	-3	7	-23	3	104	93	13
55	CC(C)Oc1ccc(C(=O)Nc2ccc(N(C)C)cc2)cc1	1.5	90	-1	-8	7	-3	87	78	-13
56	COc1nnc(-c2ccc(N3CCOCC3)c(NC(=O)c3ccc(C)cc3)c2)c2ccccc12	0.54	/	10	-4	-12	-7	/	/	23
57	COc1ccc(S(=O)(=O)N2CCC(C(=O)Nc3ccc4c(c3)OCCO4)CC2)cc1OC	0.57	100	7	0	-8	-2	93	88	-13
58	CCOC(=O)CN(C(=O)Cn1nnc2ccccc21)C(C(=O)NCCOC)c1ccccc1C (configuration not stated)	-1.4	102	10	-1	6	-4	112	95	20
59	Cc1cc(N2CCN(c3nnnn3-c3ccccc3)CC2)n2ncnc2n1	1.3	105	3	1	/	/	104	91	13
60	C/C(=C\c1ccccc1)CN1CCC(C(=O)N2CCC(C)CC2)CC1	0.32	95	/	/	-8	-2	94	93	/
61	CC(=O)c1ccc(-n2c(C)ccc2-c2ccccc2)cc1	-1.4	/	10	7	1	-2	/	/	15
62	COc1ccc(NC(=O)c2ccc3c(c2)n(C)c(=O)n3C)cc1	0.074	81	/	/	/	/	75	77	/
63	O=C1N=C(N2CCCC2)S/C1=C\c1ccccc1	0.74	99	/	/	5	-1	92	79	/
64	Cc1ccc(C(C(=O)NC(C)(C)C)N(C(=O)c2csnn2)c2cccc(F)c2)o1 (configuration not stated)	-0.93	94	13	-5	-4	-4	99	86	5
65	COC(=O)CN(c1ccc(C)cc1)S(=O)(=O)c1ccc2c(c1)n(C)c(=O)c(=O)n2C	0.42	/	11	-5	28	-4	/	/	10
66	O=C(CN1CCN(S(=O)(=O)c2ccc(Cl)cc2)CC1)Nc1ccc2c(c1)OCO2	-0.14	90	5	-3	2	-4	85	66	-2

# Gathered by group, the compounds so far containing a furan ring, fused or not.
item	canonical_smiles	DAT uptake mod	Fibroblast inh	PostGolgi ctrl	Ecoli WT expand	S1P2 blocker	S1P2 agonist	HUVEC prolif 384	H69AR inhibit	PostGolgi yeast
2	Cc1nc2ccccc2c(=O)n1/N=C/c1c(O)ccc2oc3c(c12)CCCC3	/	64	3	0	19	-5	77	65	-8
10	O=C(COc1ccccc1)NCCSCc1ccco1	-0.79	92	-7	4	5	-1	90	95	-2
16	CC1(C)CC(=O)c2cnc(NCc3ccco3)nc2C1	1.9	99	10	-3	/	/	82	95	-3
25	CC(NS(=O)(=O)c1ccccc1)C(=O)NCc1ccco1 (configuration not stated)	0.083	100	-15	8	-7	-6	97	67	-2
30	O=C(CSc1nnc(C2CCCCC2)n1-c1ccccc1)NCc1ccco1	-0.17	112	-1	5	19	-4	112	88	-3
34	COc1cc2c(cc1NC(=O)c1ccc3c(c1)OCO3)oc1ccccc12	-0.66	92	8	-11	-16	-5	93	54	7
36	O=C(c1ccco1)N1CCN(C(=O)C2(S(=O)(=O)c3ccc(Cl)cc3)CC2)CC1	-1.5	97	11	2	-17	-7	98	85	2
37	COc1ccc(OC)c(NC(=O)c2cc3ccccc3o2)c1	-0.0069	97	0	-5	-9	-11	95	74	15
64	Cc1ccc(C(C(=O)NC(C)(C)C)N(C(=O)c2csnn2)c2cccc(F)c2)o1 (configuration not stated)	-0.93	94	13	-5	-4	-4	99	86	5
